Screening results (PubChem)
PP5 inh = PP5 (human) phosphatase inhibition; P53041; purified PP5c, OMFP substrate fluorescence; inhibition, % at 6.7 µM; 320,000 compounds, 0.18% hits;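 active = inhibition above the campaign's mean inhibition across all tested compounds plus 3 SD, cut at about 9.5% in these data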;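 also: 0% = DMSO only and 100% = 100 µM cantharidin control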
Target sequence (P53041 whole entry, looked up): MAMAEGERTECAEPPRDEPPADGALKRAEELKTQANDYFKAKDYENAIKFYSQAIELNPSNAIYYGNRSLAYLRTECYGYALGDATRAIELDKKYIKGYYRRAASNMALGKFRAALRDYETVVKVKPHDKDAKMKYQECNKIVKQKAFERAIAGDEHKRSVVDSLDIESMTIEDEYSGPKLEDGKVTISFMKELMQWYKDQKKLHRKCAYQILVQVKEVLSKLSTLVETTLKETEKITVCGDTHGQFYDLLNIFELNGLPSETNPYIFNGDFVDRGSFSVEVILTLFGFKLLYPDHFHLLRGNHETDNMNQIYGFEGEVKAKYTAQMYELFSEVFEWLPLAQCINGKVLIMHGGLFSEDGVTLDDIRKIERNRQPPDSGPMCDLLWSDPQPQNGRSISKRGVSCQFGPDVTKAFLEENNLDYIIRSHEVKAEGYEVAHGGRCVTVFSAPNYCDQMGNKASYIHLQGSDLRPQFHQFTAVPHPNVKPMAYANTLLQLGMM
Fh CTSL1 inh = cathepsin L1 inhibition, PFM18AAP counter-screen; recombinant F. hepatica cathepsin L1, Z-Leu-Arg-MCA fluorescence; inhibition, % at 5.96 µM; 300,000 compounds, 0.49% hits;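 active = inhibition above the mean of all tested compounds plus 3 SD, set per screening campaign, cut at about 17% in these data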;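 also: 0% = plate median of test compound wells and 100% = 1 µM Z-Phe-Ala-diazomethylketone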
TPT1 inhibitor = inhibitors of Candida albicans tRNA 2'-phosphotransferase TPT1 | inhibition, % at 5 µM | recombinant caTPT1, FP RNA substrate dephosphorylation | AID 1962 | 300,000 compounds, 0.81% hits;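 active = inhibition above the mean of all tested compounds plus 3 SD, set per screening campaign, cut at about 24% in these data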;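 also: plate controls were DMSO alone for no effect and ferristatin control at 100 nM for full effect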
Efflux pump inh = antifungal efflux pump inhibition, Nile Red retention | AID 485275 | S. cerevisiae Candida pump triplex | inhibition, % at 10 µM | 330,000 compounds, 0.44% hits;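 active = plate passing quality check with inhibition over a set limit, or well fluorescence over plate mean plus 4 SD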;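 also: Nile Red retained in pooled yeast measured as flow cytometry median fluorescence; 0% = buffer negative control and 100% = Enniatin B positive control; higher means more Nile Red kept so more efflux inhibition; some compounds called inactive have numbers as strong as hits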
PREPL inhibitor = human PREPL enzyme inhibition; recombinant PREPL, fluorescence polarization activity-based probe; inhibition, % at 5.96 µM; 320,000 compounds, 0.68% hits; in the data active = inhibition above about 43%;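 also: 0% = enzyme with DMSO and 100% = wells lacking enzyme; many of its hits are not listed in these tables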
ZTA DNA inh = counter-screen for EBNA-1 inhibitors: inhibitors of Epstein-Barr virus ZTA | inhibition, % at 11 µM | ZTA-DNA binding, fluorescence polarization | AID 2234 | P03206 | 320,000 compounds, 0.15% hits; in the data active = inhibition above about 33%
Target sequence (P03206 whole entry, looked up): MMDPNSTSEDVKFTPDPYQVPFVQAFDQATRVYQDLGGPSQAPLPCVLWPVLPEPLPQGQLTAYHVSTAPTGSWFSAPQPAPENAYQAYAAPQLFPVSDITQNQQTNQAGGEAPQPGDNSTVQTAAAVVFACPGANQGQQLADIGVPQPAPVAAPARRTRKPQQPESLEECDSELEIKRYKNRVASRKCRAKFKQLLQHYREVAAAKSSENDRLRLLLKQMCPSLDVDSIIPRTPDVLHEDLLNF
PP1 counter = PP1-alpha (human) inhibition in PP5 counter-screen; inhibition, % at 6.7 µM; 320,000 compounds, 0.9% hits; P62136; AID 2235; purified PP1alpha, OMFP fluorescence;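 active = inhibition above the mean inhibition of all tested compounds plus 3 SD, computed separately for each screening campaign, cut at about 15% in these data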
Target sequence (P62136 whole entry, looked up): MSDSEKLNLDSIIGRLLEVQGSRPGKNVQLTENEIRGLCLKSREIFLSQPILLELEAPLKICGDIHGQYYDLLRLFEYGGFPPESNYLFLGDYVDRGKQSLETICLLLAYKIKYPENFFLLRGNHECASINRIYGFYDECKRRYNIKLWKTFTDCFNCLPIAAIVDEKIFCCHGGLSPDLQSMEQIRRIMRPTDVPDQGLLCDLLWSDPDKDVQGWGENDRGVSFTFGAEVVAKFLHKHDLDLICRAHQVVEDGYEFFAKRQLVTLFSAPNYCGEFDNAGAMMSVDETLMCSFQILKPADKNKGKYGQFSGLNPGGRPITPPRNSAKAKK
HCV core dimer = blocks dimerization of HCV core protein; inhibition, % at 5 µM; TR-FRET GST/Flag-core106 dimerization, 1536-well; 300,000 compounds, 0.33% hits;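 active = inhibition above the mean of all tested compounds plus 3 SD, set per screening campaign, cut at about 45% in these data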
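System: GST/Flag-tagged HCV core106 proteins. Incubation: compound-protein-antibody incubation 4 h at 22.5 °C. Technique: HTRF with 340 nm excitation, 617/671 nm emission. Medium: KF-containing HEPES buffer, pH 7.45, DTT, CHAPS, BSA. Read-out: inhibition (%) from 671 over 617 nm ratio. Also added: Eu(K)-anti-GST 90 ng/mL plus XL665-anti-Flag 1 µg/mL.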
EBNA-1 inhibitor = blocks EBNA-1 binding to DNA. 300,000 compounds, 0.34% hits. EBNA-1 DNA binding, fluorescence polarization. inhibition, % at 14.8 µM; in the data active = inhibition above about 28%
The depositor's hits bear a star.

1. CCn1c(SCC(=O)N(C)c2ccccc2)nc2c([nH]c3ccccc32)c1=O
2. CC(C)c1ccc(NC(=O)NN2CCOCC2)cc1
3. Cc1ccnc(NC(=O)CCCOc2ccc(Cl)cc2C)c1
4. Cc1cnc(CN(C)C(=O)c2cc(COc3c(F)cccc3F)on2)[nH]1
5. C=CCn1c(N)c(C(=O)NC2CCCCC2)sc1=S
6. COCCCN1C(=O)C(=O)/C(=C(/O)c2ccc(S(=O)(=O)N3CCOCC3)cc2)C1c1ccc(C(C)C)cc1 (centres undefined)
7. CCCC(=O)Nc1ccc(C(=O)NN=C(C2CC2)C2CC2)cc1
8. CCOCCn1c(CCCO)nc2ccccc21
9. Cc1ccc(C(=O)Cn2nc(C)c([N+](=O)[O-])c2C)c(C)c1
10. Cn1nnnc1SCC(=O)N1CCN(S(=O)(=O)c2ccccc2)CC1
assay / entry | 1 | 2 | 3 | 4 | 5 | 6 | 7 | 8 | 9 | 10
PP5 inh | 3.3 | -2.9 | 4.3 | 0.7 | -0.2 | 1.7 | 1.8 | 1.0 | -0.2 | -0.3
Fh CTSL1 inh | 5 | -3 | -1 | -1 | 2 | 5 | 0 | 3 | -5 | 1
TPT1 inhibitor | -5 | 2 | 0 | 0 | -14 | 1 | 1 | 0 | 1 | -3
Efflux pump inh | 0.0 | 0.1 | -0.1 | -0.1 | -0.2 | -0.2 | -0.1 | -0.1 | 0.1 | 0.0
PREPL inhibitor | 20 | 2 | -5 | 0 | 0 | 2 | 3 | 17 | 3 | -3
ZTA DNA inh | -10 | 3 | 5 | -12 | 4 | 1 | 0 | -5 | 2 | 7
PP1 counter | 0 | -3 | -1 | -1 | -6 | 0 | 0 | -3 | 1 | 0
HCV core dimer | 6 | 5 | -1 | -2 | -1 | 2 | -6 | -11 | 1 | 2
EBNA-1 inhibitor | -11 | 7 | -13 | 12 | 7 | 1 | 5 | 9 | 5 | -9

11. Cc1oncc1C(=O)N1CCCC(CO)(Cc2ccc(F)cc2F)C1 (centres undefined)
12. Nc1nc2ccccc2n1CCN1CCCC1
13. CC1CCCc2sc3ncn(N)c(=N)c3c21 (centres undefined)
14. O=C(O)c1ccc(CSc2nnnn2-c2ccc(F)cc2)cc1
15. CCOC(=O)c1ccc2nc3c(cc2c1)CCS3
16. NCCCCC(N)c1cn([C@@H](CCC(=O)O)C(=O)N2CCNCC2)nn1 (some centres undefined)
17. COc1ccc(C(=O)NCC(=O)OCC(=O)c2ccc3c(c2)OCCO3)cc1
18. COc1cc(/C=C(\C#N)C(=O)NCC2CCCO2)ccc1O (centres undefined)
19. COc1ccc(CNc2nccs2)cc1
20. O=C(CCc1nc2ccccc2c(=O)[nH]1)Nc1cccc(S(=O)(=O)N2CCOCC2)c1
assay / entry | 11 | 12 | 13 | 14 | 15 | 16 | 17 | 18 | 19 | 20
PP5 inh | 1.2 | 3.6 | -0.2 | -2.8 | 2.0 | -3.6 | -2.2 | 3.4 | -1.9 | 1.7
Fh CTSL1 inh | -1 | 2 | 0 | 1 | 13 | 2 | -18 | 2 | -2 | -4
TPT1 inhibitor | 0 | 3 | 61* | 3 | -1 | -5 | -2 | 6 | -3 | 2
Efflux pump inh | -0.1 | 0.2 | 0.1 | 0.1 | -0.1 | -0.1 | -0.1 | 0.1 | 0.0 | -0.1
PREPL inhibitor | 3 | 20 | 12 | -10 | -3 | -1 | 2 | -3 | -1 | 6
ZTA DNA inh | -6 | -10 | -3 | 21 | -11 | -3 | 3 | 5 | 13 | 7
PP1 counter | -5 | 1 | 2 | -3 | -14 | 3 | 3 | -2 | 2 | -4
HCV core dimer | 8 | -5 | -4 | 5 | 4 | -6 | 1 | -6 | 12 | 2
EBNA-1 inhibitor | 7 | -2 | 5 | 0 | -8 | 11 | 8 | -5 | 3 | -3

21. COc1ccc(-c2cc(C(=O)Nc3cccc(O)c3)no2)cc1
22. O=C(Nc1ccnn1C1CCN(Cc2ccccc2F)CC1)C1CCCC1
23. C=CCN1c2ccccc2[C@]23C[C@@H](C(=O)OC)N(C(=O)c4ccco4)C2=NC(C(=O)OC)=C(C(=O)OC)[C@H]13
24. Cc1cc(NC(=O)c2ccc(Cl)c([N+](=O)[O-])c2)no1
25. CN(C)CC(=O)c1ccc(-c2ccccc2)cc1
26. CCOC(=O)c1sc(N)c(C(=O)Nc2ccccc2)c1C
27. O=C(CSc1ccccc1)N1CCCC(Nc2ccccc2)C1 (centres undefined)
28. COc1ccc(N(C)S(=O)(=O)c2ccc3c(c2)NC(=O)CC(=O)N3)c(OC)c1
29. Cc1ccc(NC(=S)NC(NC(=O)C(C)(C)C)C(Cl)(Cl)Cl)c(C)c1 (centres undefined)
30. O=C(CSc1nc2ccccc2n1CC(=O)N1CCCC1)N1CCN(C(=O)c2ccco2)CC1
assay / entry | 21 | 22 | 23 | 24 | 25 | 26 | 27 | 28 | 29 | 30
PP5 inh | -0.4 | 3.4 | 3.1 | -0.1 | 1.4 | -0.5 | 1.8 | 1.2 | 2.6 | 1.4
Fh CTSL1 inh | -2 | 2 | -5 | 1 | -1 | 2 | -2 | 2 | -4 | 27*
TPT1 inhibitor | -1 | -1 | -1 | -5 | -1 | 1 | -1 | -1 | -6 | -4
Efflux pump inh | 0.0 | 0.1 | 0.2 | 0.0 | 0.0 | 0.1 | -0.2 | -0.1 | -0.1 | 0.1
PREPL inhibitor | -8 | -2 | 0 | 9 | 4 | 11 | -5 | 0 | -5 | 9
ZTA DNA inh | 16 | -7 | 12 | -8 | -8 | 0 | 11 | -5 | 5 | -7
PP1 counter | 3 | -4 | -7 | -3 | 1 | -3 | 1 | -2 | -1 | -11
HCV core dimer | 5 | 2 | 5 | -4 | -3 | -3 | 7 | -9 | -5 | 8
EBNA-1 inhibitor | 5 | -4 | 11 | -3 | 18 | -15 | 1 | -11 | 6 | -3

31. COc1ccc(OC)c(C(C)NC(=O)c2ccc(Br)cc2)c1 (centres undefined)
32. Oc1ccc(Br)cc1C=Nc1ccc(Cl)cc1
33. O=C(COC(=O)[C@H](Cc1ccccc1)NC(=O)c1cccs1)Nc1c(Cl)cccc1Cl
34. COc1ccccc1CNC(=O)CCNS(=O)(=O)c1ccc2c(c1)CC(C)N2C(C)=O (centres undefined)
35. Cc1ccc(S(=O)(=O)Nc2ccc(N3CCOCC3)nc2)cc1
36. O=C(/C=C/Nc1cccc(O)c1)c1ccccc1
37. COc1ccc(-n2cnc3ccccc32)cc1
38. COc1cccc(NC(=O)CNC(=O)c2ccccc2)c1
39. CC(C)OC(=O)c1cc2c(ccn2C)n1CC(=O)N(Cc1ccccc1)c1ccc(F)cc1
40. O=C1CN(c2nc(-c3ccccc3)c3ccccc3n2)c2ccccc2N1
assay / entry | 31 | 32 | 33 | 34 | 35 | 36 | 37 | 38 | 39 | 40
PP5 inh | 2.9 | 3.3 | 2.5 | 0.5 | -2.0 | 1.1 | 1.8 | -1.1 | -0.8 | 1.0
Fh CTSL1 inh | -1 | -4 | -8 | 1 | -3 | 3 | 0 | 3 | 4 | 3
TPT1 inhibitor | -1 | 0 | 0 | -1 | -21 | 7 | -3 | 2 | -6 | 3
Efflux pump inh | 0.6 | 0.0 | -0.1 | -0.2 | 0.0 | 0.0 | -0.1 | 0.0 | -0.2 | 0.0
PREPL inhibitor | 0 | -8 | 14 | 11 | 17 | 6 | 8 | -3 | 8 | -18
ZTA DNA inh | -12 | -10 | 4 | -19 | -7 | -4 | -21 | -14 | 20 | -1
PP1 counter | -3 | -7 | 1 | -4 | 0 | 1 | -2 | -3 | 3 | 10
HCV core dimer | -1 | 0 | 0 | -12 | -6 | -5 | -4 | -4 | 9 | -1
EBNA-1 inhibitor | 4 | 3 | 3 | -4 | 10 | -9 | 14 | -1 | 3 | -1

Looked up by structure from the entries so far, five records:
35. Cc1ccc(S(=O)(=O)Nc2ccc(N3CCOCC3)nc2)cc1
39. CC(C)OC(=O)c1cc2c(ccn2C)n1CC(=O)N(Cc1ccccc1)c1ccc(F)cc1
34. COc1ccccc1CNC(=O)CCNS(=O)(=O)c1ccc2c(c1)CC(C)N2C(C)=O (centres undefined)
33. O=C(COC(=O)[C@H](Cc1ccccc1)NC(=O)c1cccs1)Nc1c(Cl)cccc1Cl
40. O=C1CN(c2nc(-c3ccccc3)c3ccccc3n2)c2ccccc2N1
assay / entry | 35 | 39 | 34 | 33 | 40
PP5 inh | -2.0 | -0.8 | 0.5 | 2.5 | 1.0
Fh CTSL1 inh | -3 | 4 | 1 | -8 | 3
TPT1 inhibitor | -21 | -6 | -1 | 0 | 3
Efflux pump inh | 0.0 | -0.2 | -0.2 | -0.1 | 0.0
PREPL inhibitor | 17 | 8 | 11 | 14 | -18
ZTA DNA inh | -7 | 20 | -19 | 4 | -1
PP1 counter | 0 | 3 | -4 | 1 | 10
HCV core dimer | -6 | 9 | -12 | 0 | -1
EBNA-1 inhibitor | 10 | 3 | -4 | 3 | -1

Continued.
41. CN(C(=O)CSc1nc2cc([N+](=O)[O-])ccc2n1-c1ccc(F)cc1)C1CCS(=O)(=O)C1 (centres undefined)
42. CC(=O)NC(CCS(C)(=O)=O)C(=O)Nc1ccccc1Cl (centres undefined)
43. CCCCN(C(=O)c1cccc(C)c1)c1c(N)n(CCC)c(=O)[nH]c1=O
44. Cc1cc(C)c2oc(-c3ccc(Cl)c(NC(=O)c4ccc(C#N)cc4F)c3)nc2c1
45. COc1cccc(NC(=O)NNC(=O)c2ccc3c(c2)NC(=O)C(C)(C)O3)c1
46. O=c1oc2ccccc2n1CCc1ccccc1
47. O=C(NC1CCCN(CCc2ccccc2)C1)c1c(F)cccc1F (centres undefined)
48. COc1ccccc1NC(=O)c1ccc2nc(C)sc2c1
49. O=C(O)c1ccc(Cl)c(N2C(=O)Nc3ccccc3N2O)c1
50. COC(=O)C1=C(Nc2ccc(C)cc2)C=C(C)C(C(=O)OC)C1c1cccc(OC)c1 (centres undefined)
assay / entry | 41 | 42 | 43 | 44 | 45 | 46 | 47 | 48 | 49 | 50
PP5 inh | 5.0 | -0.2 | 0.4 | 2.5 | 0.5 | 0.1 | 2.6 | 3.1 | 1.0 | 0.8
Fh CTSL1 inh | 3 | -2 | -1 | -1 | 1 | 1 | 1 | 3 | -2 | 3
TPT1 inhibitor | -3 | 1 | -1 | 3 | -4 | -3 | 3 | 1 | 2 | -3
Efflux pump inh | -0.1 | 0.2 | 0.2 | 0.0 | -0.1 | -0.1 | 0.0 | -0.1 | 0.1 | 0.0
PREPL inhibitor | -7 | 8 | 21 | 7 | 9 | 20 | -13 | -4 | 14 | -3
ZTA DNA inh | 8 | -18 | 2 | -4 | 1 | 2 | -7 | -23 | -7 | 0
PP1 counter | 8 | -3 | 0 | -1 | 0 | -2 | 0 | -1 | -3 | 0
HCV core dimer | 0 | -3 | -14 | -2 | -9 | -4 | 1 | 3 | -1 | 3
EBNA-1 inhibitor | 2 | 3 | -4 | -12 | -8 | 14 | 1 | -7 | -5 | 12

51. COc1ccc(CCNC(=O)C(=O)NCC2OCCN2S(=O)(=O)c2ccc(OC)c(OC)c2)cc1OC (centres undefined)
52. CC1(OC(=O)c2ccc(Cl)nc2)C(=O)C=C2C=C3CCCN3C=C2C1=O (centres undefined)
53. CCCNS(=O)(=O)c1ccc(CCC(=O)N2CCCCC2)cc1
54. CCN1C(=O)C2(C(C(=O)c3ccc(C)o3)=C(O)C(=O)N2CCCN2CCOCC2)c2ccccc21 (centres undefined)
assay / entry | 51 | 52 | 53 | 54
PP5 inh | 1.6 | 1.2 | -2.3 | -1.1
Fh CTSL1 inh | -1 | 4 | -6 | 1
TPT1 inhibitor | -1 | -6 | -4 | -8
Efflux pump inh | -0.1 | 0.0 | -0.1 | 0.2
PREPL inhibitor | 7 | 3 | -2 | 3
ZTA DNA inh | 6 | 27 | -5 | 2
PP1 counter | -5 | 4 | -2 | 4
HCV core dimer | 6 | 13 | 1 | 5
EBNA-1 inhibitor | 5 | 6 | 5 | -17

This is a subset; rates above refer to the full screens.
